sdo1 growth = growth rescue of sdo1-depleted yeast, primary screen, S. cerevisiae, bone marrow failure model; S. cerevisiae sdo1-depleted JHY4D growth rescue, OD600 30 h; hits give high values; pdr5 snq2 efflux-pump mutant strain; z-score at 10 µM; 0.21% of 140,000 active; AID 817, 2007;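 active means z-score above 3 at both the 24 hr and the 30 hr optical density reads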;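 further: z-score against mean and SD of all compound wells on the same plate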
INS promoter inh = inhibitors of insulin promoter-driven GFP, primary screen, imaging, TRM-6 cells (human fetal islet line), eGFP reporter, cell count; 0.9% of 130,000 active; reporter expression induced with tamoxifen; inhibition, % at 2 µM;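 active means inhibition above the mean plus 3 SD, with well images judged a real hit on visual review, cut at about 60% in these data, passing the limit was not always enough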
sdo1 growth Rescue 24 h = second read-out of sdo1 growth, no call of its own (marks repeat the call); z-score; S. cerevisiae sdo1-depleted JHY4D growth rescue, OD600; measured here: growth rescue at 24 h;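 0 is the plate mean of compound wells and units are plate SD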
Numbers without * were called inactive; x = no result given; [ ] = another dose, or the depositor's remark.

SMILES | sdo1 growth | sdo1 growth Rescue 24 h | INS promoter inh
O=C(NC12CCC(O)C(SC1)/C2=N/O)c1ccccc1 (stereo not given) | 0.62 | 0.22 | -25
C#CCOCCOCCOCCNc1nc(N2CCN(C(=O)Cn3cc(CCCN=C(N)N)nn3)CC2)nc(N2CCN(C(=O)[C@H](C(C)C)n3cc(CCO)nn3)CC2)n1 | -0.06 | -0.16 | 35
O=C(CSc1nnnn1-c1ccccc1)Nc1ncc2c(n1)CC(c1ccco1)CC2=O (stereo not given) | -0.6[5.6 µM] | -0.11 | 33
COc1ccc(-n2c(COc3cccc4ccccc34)nnc2SCC(=O)NCc2ccco2)cc1 | -0.43 | 0.08 | -12
Cc1nc(NCc2ccc3c(c2)OCO3)c2nnn(Cc3ccccc3)c2n1 | -1.6 | -1 | 25
O=C(N/N=C/c1ccccc1OCc1ccccc1)c1cccnc1 | 1.2 | 0.48 | -12
CCOc1ccc2c(c1)C(N(CCN1CCOCC1)C(=O)Nc1ccccc1)CC(C)(C)O2 (stereo not given) | x | x | 11
C=CCN1C(=O)C(Cc2ccc(OC)cc2)S/C1=N\N=C\c1cccs1 (stereo not given) | -0.83 | 0.73 | -22
CCC(C)N(CC(=O)Nc1cccc(C)c1C)C(=O)CCl (stereo not given) | x | x | 100*
CCn1c(CNC(=O)c2ccco2)nnc1SCC(=O)Nc1cc(C(F)(F)F)ccc1Cl | -0.15 | -1.1 | -16
O=C(Nc1ccc2nc(-c3ccco3)[nH]c2c1)c1cccs1 | -1.3 | -1 | -12
C/C(=N\NC(=O)c1cccc(Cl)c1)C1C(=O)c2ccccc2C1=O | 2.1 | 0.31 | 15
O=C(Nc1ncccn1)C1CCCN1S(=O)(=O)c1ccc(Cl)c(Cl)c1 (stereo not given) | 0.81 | 1.1 | -20
C/C(=N/NC(=O)c1ccccc1)C(=O)O | x | x | -7
COCCn1c(-c2ccccc2)cnc1N | -0.19 | -0.87 | -9
CCCOc1ccc(-c2nc(OCC)c3ccccc3n2)cc1 | -0.1 | -0.23 | 60
O=C(Nc1cccc(Cl)c1)C1C2CCC3C(CCC21)C3(Cl)Cl (stereo not given) | -0.88 | 0.01 | x
CCOc1ccc(CNC(=O)c2ccc(Sc3ccc(C)cc3)c(NC(C)=O)c2)cc1 | -0.89 | -0.83 | -48
COc1ccc(/C=N/Nc2cc(N(C)C)nc(N(C)C)n2)cc1 | -0.41 | -0.79 | 17
Cc1cccc(NC(=S)N2CCC(c3nc4ccccc4s3)CC2)c1 | -0.8 | 0.33 | 39
Cc1nc(Cl)c(C#N)cc1-c1ccccc1 | 0.6 | 0.09 | x
O=C(NC1CCCCC1)C1CC=CCC1C(=O)OCC(Cl)=C(Cl)Cl (stereo not given) | -1.1 | -1.4 | -14
CCCC(=O)Nc1nn(C)c2nc3c(C)cccc3cc12 | -1.9 | -1.4 | 57
COc1cc(C(C)=O)ccc1OC(=O)c1cc2cccc(OC)c2oc1=O | x | x | 43
Cc1ccc(N2C(=O)S/C(=C/c3cn(C)c4ccccc34)C2=O)cc1 | -1.6 | -0.69 | x

Ordered by number of heavy atoms (lowest first): 5 of the compounds above
SMILES | sdo1 growth | sdo1 growth Rescue 24 h | INS promoter inh
C/C(=N/NC(=O)c1ccccc1)C(=O)O | x | x | -7
CCC(C)N(CC(=O)Nc1cccc(C)c1C)C(=O)CCl (stereo not given) | x | x | 100*
O=C(NC1CCCCC1)C1CC=CCC1C(=O)OCC(Cl)=C(Cl)Cl (stereo not given) | -1.1 | -1.4 | -14
O=C(Nc1ncccn1)C1CCCN1S(=O)(=O)c1ccc(Cl)c(Cl)c1 (stereo not given) | 0.81 | 1.1 | -20
CCn1c(CNC(=O)c2ccco2)nnc1SCC(=O)Nc1cc(C(F)(F)F)ccc1Cl | -0.15 | -1.1 | -16

Next part:
SMILES | sdo1 growth | sdo1 growth Rescue 24 h | INS promoter inh
O=C(NC(Cc1c[nH]c2ccccc12)C(=O)O)c1ccccc1 (stereo not given) | -0.5 | -1.5 | -93
CCCn1cnc2c(c1=O)c1nc3ccccc3nc1n2CCC1=CCCCC1 | -0.58 | 0.28 | x
N=c1c[n+](-c2ccc(Cl)cc2)[n-]o1 | 0.15 | 0.34 | x
CSc1nc2nccc(/C=C\c3ccccc3)n2n1 | -0.66 | -0.49 | 30
CSc1ccc(/C=N/Nc2cccc(C(=O)O)c2)cc1 | x | x | 0
Cc1ccc(SCc2cc(=O)[nH]c(N3CCCCC3)n2)cc1 | -0.97 | -1.2 | x
N#CC(CO)(Cc1ccc(OC(F)F)cc1)c1nc2ccccc2[nH]1 (stereo not given) | 0.56 | -0.22 | x
O=C(CCCN1CC=C(n2c(=O)[nH]c3ccccc32)CC1)c1ccc(F)cc1 | 0.31 | -0.44 | -64
Cc1ccc2c(c1)NC(=O)C(CC(=O)NCCCN1CCCC1)O2 (stereo not given) | 0.97 | 0.68 | x
COCCCn1c2nc3ccccc3nc2c2c(=O)n(CC3CCCO3)cnc21 (stereo not given) | 0.28 | 0.32 | x
CCOc1ccc(S(=O)(=O)n2cnc3cc(C)c(C)cc32)cc1 | -2.6 | -1.7 | -33
CCOC(=O)C1=C(CN2CC(C)CC(C)C2)NC(=O)NC1c1ccc2c(c1)OCO2 (stereo not given) | x | x | -100
CC(=O)Cc1nsc(NC(=O)c2ccc(-c3cccc(C(F)(F)F)c3)o2)n1 | 0.61 | 0.97 | -186
CCOC(=O)C1=C(Cc2ccc(OC)cc2)C(=O)c2ccccc2C1=O | -1.3 | -0.1 | 29
Cc1nn(Cc2ccccc2Cl)c(Cl)c1C(=O)NCCc1ccccc1 | -0.61 | -0.66 | x
CCOCCCNC(=O)CN1C(=O)/C(=C/c2ccccc2C)Sc2ccccc21 | x | x | -46
O=C(COc1ccccc1)NCc1ccc2c(c1)OCO2 | -0.45 | -0.97 | x
CCCc1cc(C(N)=O)c(NC(=O)c2ccco2)s1 | -1 | -0.21 | 15
O=S(=O)(c1ccc2ccccc2c1)N(CC1CO1)c1ccccc1 (stereo not given) | x | x | 6
O=C1CC(N2CCC(O)(c3ccc(Cl)cc3)CC2)C(=O)N1Cc1ccc(N2CCCC2=O)cc1 (stereo not given) | -0.13 | -0.53 | -19
Cc1cc(C(F)(F)F)c2c(C)nn(CCc3nn[nH]n3)c2n1 | 0.34 | -0.18 | 5
C=CCn1c(-c2cc(OC)cc(OC)c2)n[nH]c1=S | -0.04 | -0.44 | x
CCOc1ccc2oc(=O)cc(C)c2c1 | 1.1 | 0.6 | -42
CC(C)C(=O)Nc1sc2c(c1C#N)CCCCC2 | -0.17 | -0.3 | 5
CCN(CC)CCN(C(=O)c1ccc(Br)s1)c1nc2cc3c(cc2s1)OCO3 | x | x | -6

More results follow:
SMILES | sdo1 growth | sdo1 growth Rescue 24 h | INS promoter inh
O=C(C[n+]1cc(-c2ccccc2)n2c1CCC2)Nc1nc(-c2ccc(F)cc2)cs1 | 0.32 | -0.38 | x
O=C1NN(c2ccccc2)C(=O)/C1=C\c1cccc(OC(=O)c2cccs2)c1 | -0.3 | -0.03 | 14
Nn1c(SCc2ccc(Br)cc2)nnc1-c1ccncc1 | x | x | -38
CC1(C)CC(=O)C(C=NCCN2CCN(CCCCS(=O)(=O)O)CC2)=C(O)C1 | 0.21 | -0.82 | -29
COc1cc(CCC(=O)OCC(=O)Nc2ccccc2OC(F)F)cc(OC)c1OC | x | x | -47
COC(=O)c1ccc(COc2ccc(/C=N/O)cc2)o1 | x | x | 38
CC1CCCCN1C(=O)Cn1c(=O)n(C2CCCCC2)c(=O)c2ccccc21 (stereo not given) | -0.21 | 0.07 | x
O=C(Cc1ccc2c(c1)OCCO2)c1c(O)cc(O)cc1O | 1.5 | -1 | x
COc1ccc(CCNC2CC(=O)N(C3CCCCC3)C2=O)cc1OC (stereo not given) | x | x | 20
Cc1cc(C)nc(N2CCC(C(=O)NCc3ccco3)CC2)n1 | 0.75 | 0.59 | 39
COc1c(C)cc(Br)cc1C(=O)Nc1cccc(-c2nc3ncccc3o2)c1 | -2.2 | -1.8 | x
COc1ccc(CN(CC2CCCO2)C(=O)c2cc3ccccc3oc2=O)cc1 (stereo not given) | x | x | -14
CC1=C(C(=O)Nc2ccccc2)C(c2ccncc2)n2nnnc2N1 (stereo not given) | -0.03[13.7 µM] | -0.5 | x
CCOC(=O)c1ccc(NC(=O)CC2S/C(=N/N=C/c3c[nH]c4ccccc34)NC2=O)cc1 (stereo not given) | -1.7 | -1.1 | 25
Cn1c(SCCS(=O)(=O)c2ccc(Cl)cc2)nnc1-c1ccccc1 | -0.96 | -0.65 | -11
CCOc1cc(/C=C2\SC(=Nc3ccccc3)N(c3ccccc3)C2=O)ccc1OCC(=O)O | 0.57 | 0.27 | 14
COc1ccc(Oc2nccc(OC)c2C#N)cc1 | 0.19 | -0.14 | -44
NC(=O)c1ccc(NCc2ccco2)c([N+](=O)[O-])c1 | -0.1 | -0.08 | -6
CC1CCCN(C(=O)c2cc(F)c(F)cc2Cl)C1 (stereo not given) | 0.54 | 0.35 | -85
CCOC(=O)Oc1ccc2oc(=O)cc(C)c2c1 | 0.39 | 0.59 | 2
Cc1cc(C)nc(-n2nc(C)c3c(C(F)(F)F)cc(=O)[nH]c32)n1 | 0.34 | 0.18 | 43
COc1ccc(CCN2CC3=C(C2=O)C(c2ccccc2)NC(=O)N3C)cc1OC (stereo not given) | 0.7 | 0.67 | -12
C/C(CCc1ccc2c(c1)OCO2)=N\N=C1\NC(=O)CC(C(=O)Nc2ccccc2F)S1 (stereo not given) | x | x | 50
Cc1ccc(OC(=O)c2ccc(C)c(C)c2)cn1 | 0.25 | -0.05 | -50
CCOC(=O)C1CCN(Cc2ccc(N(C)C)cc2)CC1 | 0.91 | 0.02 | x

Entries above marked active in INS promoter inh:
SMILES | sdo1 growth | sdo1 growth Rescue 24 h | INS promoter inh
CCC(C)N(CC(=O)Nc1cccc(C)c1C)C(=O)CCl (stereo not given) | x | x | 100*

Following part
SMILES | sdo1 growth | sdo1 growth Rescue 24 h | INS promoter inh
Cc1ccc(-n2cc(CNCCc3ncc(C)[nH]3)c(-c3ccc(F)cc3)n2)cc1 | x | x | -7
O=C(O)c1c2c(nc3ccc(S(=O)(=O)N4CCC(C(=O)NC5CCCC5)CC4)cc13)CCCCC2 | 1.2 | 0.71 | x
CCN(CCNC(=O)C1CCCN(S(=O)(=O)c2cnc[nH]2)C1)c1ccccc1 (stereo not given) | -1.1 | -1.6 | x
FC(F)(F)c1nnc2c(Sc3ccccn3)nc3ccccc3n12 | 0.43 | 0.19 | x
Oc1ccccc1/C=N/Nc1ccnc(SCc2ccccc2)n1 | 0.21 | 1.1 | -19
O=C(NCc1ccco1)C1(c2ccc(Br)cc2)CCCC1 | -0.66 | -0.42 | -30
COc1ccc(N2C(=O)CC(S/C(N)=N/N=C/c3ccnc4ccccc34)C2=O)cc1 (stereo not given) | -0.24 | 1.2 | x
Cc1ccc(-c2nc(COC(=O)c3c(C)noc3C)cs2)cc1 | -1 | -0.6 | -36
S=c1[nH]nc(C2CCCCC2)n1/N=C/c1ccc(Br)s1 | -1.2 | -0.21 | -17
Nc1nnc(SCC(=O)NC2CCCCC2)n1-c1ccccc1 | -0.26 | -1.8 | -60
COC(=O)c1ccc(CSc2ccc3nnc(-c4ccccc4)n3n2)o1 | -1.2 | -1.1 | x
O=S(=O)(Nc1ccc(N=Nc2ccccc2)cc1)c1ccccc1 | -1.5 | -1.5 | x
COc1ccc(C(=O)N(Cc2nc(-c3ccc(C)cc3)no2)C(C)C)cc1OC | 0.13 | 2 | x
Cc1ccc(/C=C/C(=O)Nc2sc(C)c(C)c2C(=O)OC(C)C)o1 | -1.4 | -0.69 | 8
CCCCN(CC)CCNC(=O)Cn1cnc2sc(C)c(S(=O)(=O)N3CCOCC3)c2c1=O | 1.1 | 1.3 | 42
Cc1ccc(-n2c3c(c(=O)[nH]c2=S)C(C(F)(F)F)(C(F)(F)F)NC(=O)N3)cc1 | 0.5 | 0.13 | -3
CC(C)(C)c1nnc(NC(=O)Cc2ccccc2[N+](=O)[O-])s1 | -0.15 | -0.09 | 11
O=C(Nc1cccnc1)c1ccc(S(=O)(=O)c2ccc(Cl)cc2)cc1 | x | x | -25
COc1ccccc1NC(=O)CSc1nnc(-c2ccccc2)o1 | -0.51 | -1.2 | x
CCN(CC)S(=O)(=O)c1cccc(NC(=O)c2cc(-c3cccs3)nn2-c2ccccc2)c1 | -0.49 | -0.58 | -4
CCCC(=O)Nc1c(-c2ccccc2)c(=O)c(C)nn1-c1ccc(Cl)cc1 | 1.3 | -0.15 | -18
O=C(Oc1cccnc1)c1cccc(Cl)c1 | 0.39 | -0.12 | 11
Cc1ccccc1-c1nsc(SCC(=O)Nc2ccc3c(c2)OCO3)n1 | -0.53 | -0.43 | 13
CCOC(=O)C1=C(C)NC(=O)C(C(N)=O)C12CCCC2 (stereo not given) | 0.74 | 0.37 | x
COC(Cc1nnc(SC)n1-c1ccc(Cl)cc1)OC | 0.61 | 1.3 | 39

3 entries from above, with each value named:
CCN(CCNC(=O)C1CCCN(S(=O)(=O)c2cnc[nH]2)C1)c1ccccc1 (stereo not given)
  sdo1 growth: -1.1	sdo1 growth Rescue 24 h: -1.6	INS promoter inh: x
FC(F)(F)c1nnc2c(Sc3ccccn3)nc3ccccc3n12
  sdo1 growth: 0.43	sdo1 growth Rescue 24 h: 0.19	INS promoter inh: x
Oc1ccccc1/C=N/Nc1ccnc(SCc2ccccc2)n1
  sdo1 growth: 0.21	sdo1 growth Rescue 24 h: 1.1	INS promoter inh: -19
